# Source: PubChem BioAssay (National Center for Advancing Translational Sciences (NCATS))
# USP1-UAF1 inh – USP1/UAF1 (human) deubiquitinase inhibition. O94782. recombinant USP1/UAF1, Ub-Rhodamine cleavage fluorescence. Potency, µM (doses to about 57.1 µM), inactives show at the top dose activity change, negative = inhibition, usual class: inhibitors. actives 0.23% (n = 390,000); also: potency is read from the fitted curve at half-maximal effect; % is scaled to controls: 0 for no effect and ±100 for the full control effect; nearly all actives have a fitted effect of over 60% in size; inactives centre near -12
#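 In this screen, compounds sit with the deubiquitinase complex (1nM) for 15 min at room temperature before Ub-Rho is added at 150nM final. Fluorescence rise is then followed for 6 reads every 60 seconds.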
# Vif-APOBEC3G blk – Vif-A3G binding inhibition | HeLa A3G-eYFP + Vif (tagged APOBEC3G with the HIV-1 protein that degrades it), YFP fluorescence, overnight | Potency, µM (highest dose often 46.1 µM), without a hit: top-dose activity, negative = active, hits mostly inhibitors | AID 602310 | actives 0.076% (n = 410,000) | Q9HC16;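 also: potency is read from the fitted curve at half-maximal effect; % is scaled to controls: 0 for no effect and ±100 for the full control effect; nearly all actives have a fitted effect of over 60% in size; hits raise eYFP signal because A3G escapes Vif-driven loss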
# Target sequence (Q9HC16 whole entry, looked up): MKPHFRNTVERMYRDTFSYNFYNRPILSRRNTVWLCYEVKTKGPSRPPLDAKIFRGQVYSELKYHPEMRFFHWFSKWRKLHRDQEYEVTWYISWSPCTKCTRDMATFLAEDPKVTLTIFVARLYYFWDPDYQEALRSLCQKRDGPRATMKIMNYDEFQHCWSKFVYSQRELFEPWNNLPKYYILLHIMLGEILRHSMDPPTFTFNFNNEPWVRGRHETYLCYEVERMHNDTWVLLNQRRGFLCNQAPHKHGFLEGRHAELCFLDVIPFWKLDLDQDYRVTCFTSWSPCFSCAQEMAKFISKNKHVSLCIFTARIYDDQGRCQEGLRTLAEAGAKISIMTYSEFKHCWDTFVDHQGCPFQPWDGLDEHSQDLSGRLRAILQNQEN
#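 Read-out is eYFP fluorescence (Ex 488/Em 500-530) from Vif-expressing HeLa A3G-eYFP cells; more signal means A3G escaped Vif-mediated degradation. Cells plated overnight, compound pinned in, incubated overnight at 37 deg C.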
# LDHA block – LDHA (human) enzyme inhibition; activity change, % (values are at about 110 or 230 µM); AID 1347041; purified LDHA, NADH/diaphorase-resazurin fluorescence; hits give low values; actives 0.15% (n = 480,000); in the data active = activity change below about -30%; inconclusive = mostly about -25% to -30%;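 also: plate controls were DMSO wells for no effect and wells without enzyme for full effect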
#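 Enzyme activity of human lactate dehydrogenase 5 (2 nM; 0.06 mM NADH, 0.2 mM pyruvate, 5 min, RT) is measured via a resazurin/diaphorase fluorescence readout of residual NADH.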
# mIDH1 inhibitor – inhibitors of human mutant IDH1 R132H. O75874. IDH1-R132H enzyme, NADPH consumption, diaphorase/resazurin fluorescence. actives 0.093% (n = 390,000). Potency, µM (titrated, usually from 76.6 µM), for inactives: at the top dose activity change, negative = inhibition, actives largely listed as inhibitors; also: potency is read from the fitted curve at half-maximal effect; % is scaled to controls: 0 for no effect and ±100 for the full control effect; nearly all actives have a fitted effect of over 65% in size
#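 IDH1-R132H (0.5 ug/mL dispensed) in pH 7.5 Tris buffer was preincubated 30 min with compound, then given a substrate mix of 0.016 mM NADPH and 2 mM alpha-KG for 80 min at room temperature; remaining NADPH was read by diaphorase/resazurin fluorescence.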
# PI4K2A block – blocks human PI4K2A kinase activity; Q9BTU6; purified PI4K2A, ADP-Glo luminescence, 1 h; hits give low values; activity change, negative = inhibition, % at 76.9 µM; actives 0.13% (n = 420,000); AID 1346378; in the data active = activity change below about -50%; inconclusive = mostly about -30% to -49%;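 also: -100% = wells without enzyme as full effect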
# Target sequence (Q9BTU6 whole entry, looked up): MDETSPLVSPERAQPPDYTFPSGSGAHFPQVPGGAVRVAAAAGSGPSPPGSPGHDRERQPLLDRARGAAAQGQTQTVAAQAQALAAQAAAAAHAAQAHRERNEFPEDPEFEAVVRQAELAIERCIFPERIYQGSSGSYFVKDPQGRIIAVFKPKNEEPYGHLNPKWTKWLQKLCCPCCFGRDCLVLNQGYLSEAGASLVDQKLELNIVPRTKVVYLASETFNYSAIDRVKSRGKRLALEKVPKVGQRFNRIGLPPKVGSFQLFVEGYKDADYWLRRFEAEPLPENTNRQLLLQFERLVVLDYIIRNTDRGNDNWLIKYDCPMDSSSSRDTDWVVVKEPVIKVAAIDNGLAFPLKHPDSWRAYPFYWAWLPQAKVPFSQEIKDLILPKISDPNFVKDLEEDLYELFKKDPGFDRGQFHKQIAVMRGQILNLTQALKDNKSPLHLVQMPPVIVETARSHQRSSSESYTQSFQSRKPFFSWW
#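 Compounds are screened against recombinant PI4K2A using PI as substrate and ATP, the latter dispensed at 300 microM. Reactions run one hour at ambient temperature before ADP-Glo detection; full inhibition defined by wells lacking enzyme.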
# TrxR1 substrate – is turned over as a substrate by rat TrxR1 | O89049 | purified TrxR1 substrate turnover, NADPH consumption readout | actives 0.01% (n = 390,000) | Potency, µM (series often up to 114 µM), inactives show top-dose activity change, negative = substrate turnover; also: potency is read from the fitted curve at half-maximal effect; % is scaled to controls: 0 for no effect and ±100 for the full control effect; nearly all actives have a fitted effect of over 50% in size
#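 Rat TrxR1, dispensed at 90 nM, was prereduced with 400 uM NADPH (final) for 5 min at ~22 deg C, then incubated with compound 15 min before 400 uM selenite. A first-read NADPH fluorescence drop versus no-compound background flagged substrates.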
# Vif-A3F inh – inhibitors of Vif-A3F interaction; actives 0.2% (n = 390,000); AID 602313; Potency, µM (series often up to 46.1 µM), without a hit: at the highest dose activity, negative = active; HeLa A3F-eYFP + Vif (tagged APOBEC3F with the HIV-1 protein that degrades it), YFP fluorescence increase; also: potency is read from the fitted curve at half-maximal effect; % of control where 0% means no effect; nearly all actives have a fitted effect of over 65% in size
#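 HeLa cells stably expressing A3F-eYFP plus Vif, plated and incubated overnight at 37 deg C, then exposed to compounds overnight at 37 deg C. Blocked degradation read as raised yellow fluorescence (Ex 488/Em 500-530).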
# Glioma ERSR ind – induces the endoplasmic reticulum stress response in human glioma cells | AID 602332 | actives 0.02% (n = 420,000) | U87-MG GRP78 promoter luciferase reporter, 16 h | Potency, µM, for the others: at the highest dose activation, most hits filed as activators; also: potency is read from the fitted curve at half-maximal effect; series mostly up to about 76 µM; % of control where 0% means no effect; nearly all actives have a fitted effect of over 35% in size
#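 Stably transfected U87-MG glioma cells carrying a GRP78-based luciferase sensor; 16 h compound incubation. Luminescence end-point read 10 min after Bright-Glo addition at room temperature.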
# RXFP1 agonist – agonists of human relaxin receptor RXFP1; Q9HBX9; HEK293T-RXFP1 cAMP TR-FRET, 30 min; response scale: percent of porcine relaxin response, buffer zero; Potency, µM (series often up to 57.5 µM), for inactives: at the top dose activation, hits mostly activators; actives 0.3% (n = 370,000); also: potency is read from the fitted curve at half-maximal effect; % is scaled to controls: 0 for no effect and ±100 for the full control effect; nearly all actives have a fitted effect of over 60% in size; many of its hits are not listed in these tables
#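 Agonist response is measured as cAMP accumulation in an RXFP1-transfected HEK293T line under PDE4 inhibition. Values are scaled between buffer-only and 29 nM porcine relaxin, and EC50s come from standard Hill equation fits.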
# * marks the source's active call; other numbers are inactive results; ? = inconclusive; · = no result given; & = joins results of further samples; [ ] = dose if it differs, or a comment. Unless noted, calls follow the shape of the dose curve; as a rule, active = well fitted curve in the direction sought with a large enough effect; inconclusive = small, poorly fitted or top-dose-only effect, or another doubt; inactive = no such curve, though single readings can be large; an effect the other way counts as inactive or inconclusive. The list is partial; count on the stated rates, not on these rows.
item	structure	USP1-UAF1 inh	Vif-APOBEC3G blk	LDHA block	mIDH1 inhibitor	PI4K2A block
1	O=C(N/N=C\c1ccc(-c2ccccc2[N+](=O)[O-])o1)C1COc2ccccc2O1 (configuration not stated)	-27%	-6%	2	5%	2
2	O=C(CSc1ncnc2nc[nH]c12)N1CCN(c2ccc(Cl)cc2)CC1	-15%	3%	-8	1%	-5
3	COc1ccc(OCCN2CCC(C(=O)NC(c3ccc(F)cc3)c3ncccc3C)CC2)cc1 (configuration not stated)	·	-2%	-6	·	3
4	COc1ccc(OCC(=O)NCCc2ccc(S(N)(=O)=O)cc2)cc1	-13%	0%	-4	7%	5
5	Cc1ccccc1N1C(=O)C(Cl)=C(N2CCOCC2)C1=O	-20%	5%	-2	-6%	-1
6	Cc1cccc2nc(CSc3nc4[nH]ncc4c(=O)n3-c3cccc(Cl)c3)cc(=O)n12	-18%	-5%	-4	1%	3
7	O=C(Nc1nc2ccccc2[nH]1)c1ccc(OC(F)F)cc1	-15%	0%	5	7%	-13
8	CCOC(=O)CNC(=O)CNC(=O)c1nn(-c2ccc(OC)c(Cl)c2)c(=O)c2ccccc12	-6%	2%	-2	-2%	3
9	O=C1OCc2cc(NC(=O)C3COc4ccccc4O3)ccc21 (configuration not stated)	-11%	-5%	-1	16%	0
10	CCOc1ccccc1Nc1nc(-c2cccc(Cl)c2)c2c(n1)-c1ccccc1OC2	-16%	3%	1	0%	1
11	O=C(c1ccc2c(c1)C(=O)N(Cc1ccco1)C2O)N1CCOCC1 (configuration not stated)	1%	4%	-2	-6%	4
12	COc1cc(/C=N/Nc2ccc3ccccc3c2)ccc1OC(=O)c1ccco1	-8%	-14%	23	14%	2
13	CN(C)CCCNC(=O)C(=O)NCC1CCCO1 (configuration not stated)	-17%	0%	-4	10%	-1
14	CN(CC(=O)NCc1ccccc1)S(=O)(=O)c1cnc[nH]1	-8%	2%	-3	9%	2
15	CC(=O)Nc1ccc(S(=O)(=O)NC2(C(F)(F)F)C(=O)Nc3c2c(=O)[nH]c(=O)n3Cc2ccccc2)cc1 (configuration not stated)	-1%	1%	-4	3%	6

item	TrxR1 substrate	Vif-A3F inh	Glioma ERSR ind	RXFP1 agonist
1	-2%	2%	-2%	-3.1%
2	6%[57.1 µM]	-4%	-3%	4.3%
3	·	·	-4%	·
4	7%[57.1 µM]	5%	-5%	-2.7%
5	-2%	-11%	-2%	0.6%
6	4%	-9%	-1%	0.5%
7	3%[57.1 µM]	0%	-10%	-1.7%
8	-14%	0%	2%	4.6%
9	6%	4%	-3%	1.0%
10	12%	-5%	-4%	14%
11	-2%	-5%	-3%	1.1%
12	-2%	3%	2%	0.5%
13	7%	-1%	-4%	0.3%
14	7%	-2%	-4%	0.0%
15	-15%	-9%	-5%	3.7%

# Reprinted at random: 2 records from the list.
item	structure	USP1-UAF1 inh	Vif-APOBEC3G blk	LDHA block	mIDH1 inhibitor	PI4K2A block
7	O=C(Nc1nc2ccccc2[nH]1)c1ccc(OC(F)F)cc1	-15%	0%	5	7%	-13
10	CCOc1ccccc1Nc1nc(-c2cccc(Cl)c2)c2c(n1)-c1ccccc1OC2	-16%	3%	1	0%	1

item	TrxR1 substrate	Vif-A3F inh	Glioma ERSR ind	RXFP1 agonist
7	3%[57.1 µM]	0%	-10%	-1.7%
10	12%	-5%	-4%	14%

# Continued:
item	structure	USP1-UAF1 inh	Vif-APOBEC3G blk	LDHA block	mIDH1 inhibitor	PI4K2A block
16	O=C(Cc1ccc(Br)cc1)OCC(=O)c1ccc2c(c1)OCCO2	-8%	0%	0	3%	2
17	CC1(C(=O)NS(=O)(=O)c2ccc(Cl)cc2)CCN1C(=O)Cc1cccs1 (configuration not stated)	·	-1%	-5	·	-4
18	Cc1ccc(C)c(NC(NC(=O)c2ccccn2)C(Cl)(Cl)Cl)c1 (configuration not stated)	1%	-1%	1	-13%	1
19	CCOc1ccc(NC(=O)C2CCCN(c3cnccn3)C2)cc1 (configuration not stated)	-10%&-6%	9%&-1%	-9&1	12%&-6%	3&-3
20	O=C(OCc1c(-c2ccccc2)ncc2ccccc12)c1cccc(Br)c1	-28%	0%	-2	-9%	-1
21	Cc1cc(CNC(=O)c2cccc3c2C(=O)c2ccc(-c4ccc(F)cc4OCc4ccccc4)cc2S3(=O)=O)c(C(F)(F)F)o1	-15%	-3%	0	-12%	-9
22	O=C(O)c1ccc(CSc2nnc(-c3ccccc3Cl)n2-c2ccccc2)cc1	-21%	0%	-1	6%	-10
23	O=C(NCc1ccccc1Cl)c1ccc2nc(Cc3ccccc3)oc2c1	?	-2%	-9	-8%	2
24	Cc1ccc(C(=O)NCCc2ccncc2)cc1	-15%	-2%	-4	3%	4
25	CN(C)S(=O)(=O)c1cccc(COC(=O)Cc2c(F)cccc2Cl)c1	-17%	1%	-2	2%	-2
26	CCOc1ccc(NC(=S)N(C)C)cc1	-21%	3%	-6	9%	0
27	O=C(c1cccc([N+](=O)[O-])c1)N1CC2C3C=CC(C3)C2C1 (configuration not stated)	-14%	-1%	6	7%	0
28	CCCSc1nnc2c(n1)OC(c1cccn1C)N(C(C)=O)c1ccccc1-2 (configuration not stated)	-17%	0%	0	5%	-6
29	CCN(CC)S(=O)(=O)c1ccc(N2CCOCC2)c(NC(=O)c2ccc(F)cc2)c1	-15%	-8%	-9	2%	-1
30	CN(CC(=O)Nc1ncn[nH]1)S(=O)(=O)c1cc(Cl)ccc1Cl	-21%	-2%	-6	5%	-2

item	TrxR1 substrate	Vif-A3F inh	Glioma ERSR ind	RXFP1 agonist
16	-9%	-7%	-4%	2.6%
17	·	·	2%	·
18	-11%	5%	-4%	0.7%
19	-2%&-2%	-7%&3%	-4%&-4%	0.2%&2.3%
20	2%	4%	-1%	3.3%
21	1%[57.1 µM]	3%	0%	·
22	-17%[57.1 µM]	0%	-1%	-5.0%
23	-3%[57.1 µM]	4%	-2%	2.2%
24	10%[57.1 µM]	-2%	1%	-1.5%
25	-2%	1%	0%	3.1%
26	5%	-3%	-1%	-0.1%
27	-4%[57.1 µM]	25%	-2%	-0.4%
28	5%	1%	-1%	0.2%
29	9%[57.1 µM]	10%	-1%	23%
30	-6%	-20%	-3%	0.8%

# Some entries already given, reduced to USP1-UAF1 inh and RXFP1 agonist:
No. | smiles | USP1-UAF1 inh | RXFP1 agonist
27 | O=C(c1cccc([N+](=O)[O-])c1)N1CC2C3C=CC(C3)C2C1 (configuration not stated) | -14% | -0.4%
28 | CCCSc1nnc2c(n1)OC(c1cccn1C)N(C(C)=O)c1ccccc1-2 (configuration not stated) | -17% | 0.2%
29 | CCN(CC)S(=O)(=O)c1ccc(N2CCOCC2)c(NC(=O)c2ccc(F)cc2)c1 | -15% | 23%
30 | CN(CC(=O)Nc1ncn[nH]1)S(=O)(=O)c1cc(Cl)ccc1Cl | -21% | 0.8%

# Additional compounds follow:
item	structure	USP1-UAF1 inh	Vif-APOBEC3G blk	LDHA block	mIDH1 inhibitor	PI4K2A block
31	O=C(C1=C[C@H](c2ccc(Br)cc2)C[C@H](OCCCCO)O1)N1CCOCC1	-24%	-1%	0	4%	-4
32	CN(C)CCCNCC(=O)Nc1ccccc1N1CCOCC1	-19%	0%	-32*	2%	5
33	CCOC(=O)CCC(=O)Nc1ccc(S(=O)(=O)N2CCCCC2)cc1	-16%	-1%	-3	7%	0
34	CCOC(=O)C1CCN(C(=O)C2CCCN(S(=O)(=O)c3ccc(OC)c(Cl)c3)C2)CC1 (configuration not stated)	-7%	3%	-5	2%	3
35	CCC(=O)N1CCc2cc(S(=O)(=O)CCC(=O)NC(C)CC)ccc21 (configuration not stated)	0%	-6%	-2	-7%	-1
36	Cc1onc(-c2ccccc2Cl)c1C(=O)NCCCN1CCOCC1	-5%	2%	0	4%	0
37	COc1ccc(-c2nnc(-c3cc4c(ccc5ccccc54)oc3=O)o2)cc1	-19%	1%	-2	-9%	3
38	N#Cc1ccccc1S(=O)(=O)N1CCN(c2nc(-c3cccs3)nc3ccccc23)CC1	·	1%	-3&-4	·	-1
39	O=C1C(=O)N(CCN2CCCCC2)c2ccccc21	-7%	-2%	10	-7%	2
40	O=C(CN1C(=O)NC2(CCCC2)C1=O)N1CCN(S(=O)(=O)c2ccccc2[N+](=O)[O-])CC1	-4%	-1%	-7	-1%	-2

item	TrxR1 substrate	Vif-A3F inh	Glioma ERSR ind	RXFP1 agonist
31	3%	9%	1%	-1.4%
32	7%[57.1 µM]	0%	-3%	-3.9%
33	-12%[57.1 µM]	-12%	-3%	0.1%
34	-9%	-3%	0%	-0.1%
35	0%	2%	-3%	-1.6%
36	18%[57.1 µM]	0%	-4%	0.0%
37	7%[57.1 µM]	-18%	12%	-0.2%
38	12%&9%	·	-2%	·
39	5%	-1%	-4%	-0.5%
40	3%	4%	-4%	0.0%
